# APE1 inh – blocks human APE1 abasic DNA cleavage; P27695; recombinant APE1, TAMRA/BHQ-2 abasic DNA cleavage fluorescence; actives 0.35% (n = 350,000); Potency, µM (series often up to 65.8 µM), without a hit: top-dose activity change, negative = inhibition, actives largely listed as inhibitors; AID 2517;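 note: potency is the fitted concentration of half-maximal effect; plate controls were vehicle for no effect and reference inhibitor for full effect; nearly all actives have a fitted effect of over 55% in size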
#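 APE1 at 0.75 nM preincubated 15 min at room temperature with compound. Reaction then started with 50 nM double-stranded THF-abasic substrate labelled with TAMRA/BHQ-2, and 525/598 nm fluorescence read kinetically. Activity taken as third-minus-first read difference, normalized to DMSO and NSC13755 controls.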
# POLB inh – blocks human DNA polymerase beta activity | actives 1.3% (n = 340,000) | AID 485314 | Potency, µM (titrated, usually from 114 µM), for inactives: at the top dose activity change, negative = inhibition, actives largely listed as inhibitors | P06746 | Pol beta primer extension/strand displacement, fluorescence kinetic; note: potency is the fitted concentration of half-maximal effect; % is set by controls: 0 for no effect and ±100 for the full control effect
#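 Homogeneous kinetic assay of primer extension and strand displacement by 10 nM Pol beta, preincubated 15 min at room temperature with compound before 50 nM substrate (final) was added. Read at 0 and 10 min; four-parameter Hill fit.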
# PGK inhibitor – inhibitors of T. brucei phosphoglycerate kinase; actives 0.043% (n = 380,000); Potency, µM (series often up to 57.5 µM), without a hit: at the top dose activity change, negative = inhibition, hits mostly inhibitors; PGK/GAPDH coupled, Kinase-Glo luminescence, 60 min; note: potency is the fitted concentration of half-maximal effect; % is set by controls: 0 for no effect and ±100 for the full control effect; nearly all actives have a fitted effect of over 60% in size
#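 Luminescent ATP detection (Kinase-Glo Plus) follows a 60-minute room-temperature incubation, with wells lacking PGK as controls. Buffer: 100 mM TEA (pH 7.6), 5 mM MgCl2, 0.01% Tween-20. Coupling enzyme GAPDH (100 nM final) supplies unstable 1,3-BPG in-well.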
# BLM inh – inhibitors of human Bloom syndrome helicase BLM; P54132; AID 2528; actives 0.2% (n = 350,000); Potency, µM (doses to about 56.1 µM), inactives show top-dose activity change, negative = inhibition, most hits filed as inhibitors; recombinant BLM DNA unwinding, fluorescence dequenching;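 note: potency is the fitted concentration of half-maximal effect; plate controls were vehicle for no effect and no enzyme for full effect; nearly all actives have a fitted effect of over 35% in size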
# POLH inh – inhibitors of human DNA polymerase eta; Potency, µM (highest dose often 114 µM), without a hit: at the top dose activity change, negative = inhibition, hits mostly inhibitors; recombinant Pol eta, fluorescent DNA replication assay; actives 1.2% (n = 390,000); note: potency is the fitted concentration of half-maximal effect; % is set by controls: 0 for no effect and ±100 for the full control effect
#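 Pol eta (10 nM) was preincubated with compounds for 15 min at room temperature, after which fluorescent replication substrate (50 nM final) was added to start the reaction. Fluorescence was read kinetically at 0 and 10 min.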
# Pol iota inh – DNA polymerase iota (human) inhibition; Pol iota fluorescent replication assay, 10 min; actives 1% (n = 390,000); Q9UNA4; Potency, µM (top dose mostly 115 µM), for the others: at the top dose activity, negative = inhibition, usual class: inhibitors; AID 588590; note: potency is the fitted concentration of half-maximal effect
#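 Pol iota at 10 nM preincubated 15 min with compounds at room temperature; reaction started with fluorescent substrate, 50 nM final. Fluorescence read kinetically at 0 and 10 min; buffer-only wells as negative control.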
# RXFP1 antag – blocks the human relaxin receptor RXFP1 | Q9HBX9 | activity change, negative = inhibition, % at 57.5 µM | HEK293-RXFP1, relaxin-stimulated cAMP HTRF, 30 min; stronger effect = lower value | actives 0.59% (n = 350,000);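 active = activity change of -60% or lower, but not beyond a set lower limit; inconclusive = change between -60% and -40%, or beyond the set limit; inactive = change above -40%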; note: % is set by controls: 0 for no effect and ±100 for the full control effect
# Target sequence (Q9HBX9 whole entry, looked up): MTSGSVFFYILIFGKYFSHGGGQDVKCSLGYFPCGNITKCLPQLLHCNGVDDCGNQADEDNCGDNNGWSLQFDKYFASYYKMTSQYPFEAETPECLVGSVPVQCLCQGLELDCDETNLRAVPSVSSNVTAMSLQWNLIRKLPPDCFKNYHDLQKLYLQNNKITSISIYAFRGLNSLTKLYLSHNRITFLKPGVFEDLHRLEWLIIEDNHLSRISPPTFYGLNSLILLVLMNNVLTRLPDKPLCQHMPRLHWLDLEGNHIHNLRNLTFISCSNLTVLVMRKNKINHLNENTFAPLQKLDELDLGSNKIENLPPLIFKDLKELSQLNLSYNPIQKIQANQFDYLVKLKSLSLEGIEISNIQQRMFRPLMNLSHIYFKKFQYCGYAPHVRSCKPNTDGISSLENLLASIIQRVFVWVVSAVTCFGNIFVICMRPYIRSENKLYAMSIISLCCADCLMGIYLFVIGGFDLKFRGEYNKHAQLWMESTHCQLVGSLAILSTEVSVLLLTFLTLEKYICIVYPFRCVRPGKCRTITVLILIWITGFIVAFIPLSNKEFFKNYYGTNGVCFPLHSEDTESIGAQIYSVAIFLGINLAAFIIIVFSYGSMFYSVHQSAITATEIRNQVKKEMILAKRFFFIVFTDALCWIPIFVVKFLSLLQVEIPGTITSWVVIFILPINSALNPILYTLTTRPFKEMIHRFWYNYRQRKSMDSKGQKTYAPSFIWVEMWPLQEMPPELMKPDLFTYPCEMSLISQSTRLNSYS
# POLK inh – inhibitors of human DNA polymerase kappa; Q9UBT6; purified Pol kappa, fluorescent DNA synthesis assay, 10 min; Potency, µM (titrated, usually from 107 µM), inactives show at the top dose activity, negative = inhibition, actives largely listed as inhibitors; actives 0.53% (n = 400,000); AID 588579; note: potency is the fitted concentration of half-maximal effect; % is set by controls: 0 for no effect and ±100 for the full control effect
#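 Inhibition of 10 nM Pol kappa is measured by a fluorescent read-out at 0 and 10 min following addition of 50 nM substrate (final), with a 15-min room-temperature compound preincubation.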
# Anesthetic bind – binds horse apoferritin like a general anesthetic; P02791; AID 485281; apoferritin/1-aminoanthracene competitive binding, fluorescence; Potency, µM (titrated, usually from 77.5 µM), for the others: top-dose activity change, negative = displacement, actives largely listed as inhibitors; actives 0.074% (n = 350,000); note: potency is the fitted concentration of half-maximal effect; % is set by controls: 0 for no effect and ±100 for the full control effect; nearly all actives have a fitted effect of over 20% in size
# Target sequence (P02791 2-175 limits assumed): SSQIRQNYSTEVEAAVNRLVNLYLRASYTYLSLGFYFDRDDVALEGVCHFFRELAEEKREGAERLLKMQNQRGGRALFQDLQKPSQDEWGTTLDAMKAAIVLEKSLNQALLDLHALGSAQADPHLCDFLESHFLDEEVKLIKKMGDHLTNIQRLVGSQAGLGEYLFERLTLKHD
#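 Probe: 1-aminoanthracene (50% saturated, PBS). Protein: horse-spleen apoferritin, 10 uM. Incubation: 10 min, room temperature. Detection: 380 nm excitation, 535 nm emission. Analysis: normalized response, four-parameter Hill.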
# An asterisk follows results filed as active; i = inactive; ? = inconclusive; nt = no result given; [ ] = another dose, or the depositor's remark. Unless noted, calls come from the whole dose curve; as a rule, active = well fitted curve in the direction sought with a large enough effect; inconclusive = small, poorly fitted or top-dose-only effect, or another doubt; inactive = no such curve, though single readings can be large; an effect the other way counts as inactive or inconclusive. Only part of the results is shown (hit frequency here may not be typical).
# Order of results: PGK inhibitor | POLK inh | POLH inh | APE1 inh | RXFP1 antag | POLB inh | Anesthetic bind | Pol iota inh | BLM inh
CCOC(=O)C1(Cc2cccc(Cl)c2)CCCN(C2CCN(C(C)=O)CC2)C1 (stereo not given)
  2% | -3% | -19% | -6% | -6 | 12% | -16% | 197%[activator] | -3%
C/C(=N\Nc1cc(C)nc(NCc2ccccc2)n1)c1ccc([N+](=O)[O-])cc1
  -1% | -4% | -16% | 0% | 8 | 8% | -8% | 19% | 3%
O=C(NC1CCCCCCC1)c1cccnc1
  i | -2% | -15% | -2% | -8 | -21% | -8% | 78%[activator] | -2%
COc1ccc(C(=O)NCc2nnc(SCC(=O)N3CCCC3)o2)cc1
  5% | -14% | 6% | -19% | 7 | 1% | -4% | 20% | -4%
COc1cccc(C(c2nnnn2CS(=O)(=O)c2ccc(C)cc2)N2CCN(C)CC2)c1OC (stereo not given)
  -10% | -3% | -13% | -3% | -2 | 15% | -5% | 25% | 2%
Clc1cccc(-c2nnc(-c3ccccc3)o2)c1
  -10% | -5% | -8% | -3% | -9 | -1% | -5% | 6% | 2%
CC(C)c1ccc(NC(=O)CSc2nnc(CN3CCOCC3)n2C)cc1
  0% | -4% | 4% | 13% | 3 | 11% | -7% | 92%[activator] | -1%
Cc1nc2c(=O)[nH]c(=S)n(C)c2nc1C
  -4% | -16% | 4% | -4% | 5 | 56% | 2% | ? | 3%
O=C(NCCCN1CCOCC1)c1ccc(S(=O)(=O)Nc2cccc(C(F)(F)F)c2)cc1
  i | 11% | -14% | 41%[activator] | 16 | nt | nt | -2% | nt
Cn1c(NCCN2CCOCC2)nc2c1c(=O)n(Cc1cccc(Cl)c1)c(=O)n2C
  -1% | 6% | -11% | -2% | -6 | -21% | ? | -9% | -1%
COc1ccc(Cc2nnc3sc(SCC(=O)Nc4ccccc4)nn3c2=O)cc1OC
  4% | 5% | -15% | 6% | -4 | nt | nt | 42%[activator] | nt
O=C(Nc1cccc(Br)c1)c1ccn[nH]1
  -9% | -16% | 5% | -2% | -9 | 2% | ? | 39%[activator] | -3%
COc1ccc(S(=O)(=O)N2CCCCC2)cc1NC(=O)CCc1cc(OC)c(OC)c(OC)c1
  -6% | -24% | -17% | nt | -1 | nt | nt | 32% | nt
CCOC(=O)[C@H]1[C@H]2COc3ccc(OC)cc3[C@@H]2N2C(=O)c3cc(C)ccc3NC(=O)[C@@]12C
  11% | -12% | -10% | 8% | nt | nt | nt | -3% | nt
COC(=O)c1ccc(NC(=O)CSc2nc(=O)n(Cc3ccco3)c3c2CCC3)cc1
  i | -15%[60.1 µM] | -8% | nt | nt | -1% | -14% | -3% | -3%
CC1(c2ccc3c(c2)OCO3)NC(=O)N(CC(=O)Nc2ccccc2)C1=O (stereo not given)
  6% | -2% | -8% | -10% | -7 | nt | nt | 15% | nt
COc1cc(OC)c(OC)cc1/C=C/C(=O)c1ccc(NS(=O)(=O)c2ccc(C)cc2)cc1
  i | -10% | ? | -8% | -6 | -7% | -7% | -10% | -6%
CCN(C(=O)CSc1nc2cc(C(=O)O)ccc2c(=O)n1Cc1ccccc1)c1ccccc1
  -2% | -4% | -1% | 28% | -10 | -2% | -9% | 16% | -4%
CC(C)(C)OC(=O)N1CCCN(C(=O)Nc2ccc(C(F)(F)F)cc2)CC1
  -7% | 6% | -13% | ? | -4 | 3% | -6% | 4% | -2%
CCOC(=O)c1c(CN2CCOCC2)n(-c2ccccc2)c2cc(Br)c(OC)cc12
  2% | -13% | -9% | 1% | 4 | 2% | -15% | 17% | -1%
CCOC(=O)Cc1csc(NC(=O)CSc2nc(N)c3c(C)c(C)sc3n2)n1
  6% | -8% | -8% | -4% | -2 | 0% | -8% | 15% | -7%
Cc1cc(C)cc(C(=O)OCC(=O)NC2CCCC2)c1
  -1% | -12% | -1% | 41% | -3 | 1% | -15% | 17% | -1%
COc1ccc(CN2CCN(C(=O)c3ccc(S(=O)(=O)N4CCCCCC4)cc3)CC2)cc1F
  -7% | -10% | -12% | 5% | -21 | nt | nt | 32%[activator] | nt
Cc1nn(C(=O)Cn2ccc([N+](=O)[O-])n2)c(C)c1Cl
  1% | -7% | 5% | 25% | 0 | 19% | -13% | 48%[activator] | -2%
NS(=O)(=O)c1ccc(-c2cccc(/C=C3\SC(=O)NC3=O)c2)cc1
  -11% | -10% | -18% | -6% | nt | ? | -14% | ? | -5%
CC/C(=N/Nc1ccccc1)c1cnnc(SC)n1
  -1% | -7% | ? | -3% | -11 | -2% | -19% | 17% | -4%
O=C(CCn1c(=O)[nH]c2ccccc2c1=O)NCCCN1CCN(c2cccc(Cl)c2)CC1
  i | -9% | -9% | 1% | -8 | 32% | -14% | -1% | 2%
Cc1oc2c(CN3CCC(C)CC3)c(O)ccc2c(=O)c1-c1ccccc1
  nt | 4% | -10% | -5% | 8 | 50% | 10% | -6% | 1%
FC(F)c1nc2ccccc2[nH]1
  10% | -5% | 0% | -11% | 3 | 50µM* | -13% | 24% | -17%
Cn1c(=N)n(CC(=O)c2ccc(Cl)c(Cl)c2)c2ccccc21
  -6% | -15% | 3% | -2% | 15 | 64% | 1% | ? | 1%

# Order of results: PGK inhibitor | POLK inh | POLH inh | APE1 inh | RXFP1 antag | POLB inh | Anesthetic bind | Pol iota inh | BLM inh
COc1ccc(-n2nnc3c(=O)n(CC(=O)Nc4cc(C)on4)cnc32)cc1OC
  i | -2% | -19% | -3% | 2 | -22% | 1% | 44%[activator] | -7%
COc1cc(OC)cc(C(=O)O/N=C(\N)c2cccc(C)c2)c1
  nt | -12% | -15% | -11% | 1 | 65% | 11% | -2% | -3%
Cc1ccc(-c2nn(-c3ccc(F)cc3F)c3c2cnc2ccc(F)cc23)cc1
  11% | -7%[60.1 µM] | -6% | nt | -8 | -1% | 8% | -4% | -8%
COc1ccc(/C=C/C(=O)NCCCNC(=O)/C=C/c2ccc(OC)c(OC)c2)cc1OC
  1% | 0% | -11% | nt | 6 | nt | nt | 24% | nt
Cc1nn(-c2ccccc2)c2c1cc1c(=O)n(C)c(=O)nc-1n2-c1cccc(Cl)c1
  -4% | -17% | -15% | nt | nt | ? | 26% | 15% | 0%
COc1ccc(/C=C/C(=O)OCC(=O)N2CC(=O)Nc3ccccc32)cc1S(=O)(=O)N1CCOCC1
  -8% | -8% | -18% | 0% | -1 | 8% | -18% | 7% | -3%
Cc1ccc(C(=O)NCC(=O)NCC(c2ccco2)N2CCCCC2)cc1C (stereo not given)
  -9% | -3% | 4% | 8% | 1 | nt | nt | 12% | nt
CCc1ccccc1NC(=O)CSc1nc2ccccc2nc1Cc1cccc(OC)c1
  9% | 0%[60.1 µM] | 9% | nt | -7 | 15% | -9% | 10% | -9%
Cc1cc(C(=O)C(=O)O)c(C)n1-c1ccc(Cl)cc1
  -2% | -14% | -5% | -1% | 4 | 5% | -2% | ? | -8%
Cc1ccc(-c2nnn3c2nc(NC2CCC(C)CC2)c2ccccc23)cc1 (stereo not given)
  7% | -22% | ? | nt | nt | 11% | 8% | 34%[activator] | -14%
O=C(Nc1ccc(Oc2ccc(NC(=O)c3ccco3)c(NC(=O)c3ccco3)c2)cc1)c1ccco1
  2%[11.5 µM] | -8% | 7% | -9% | 9 | -27% | -5% | -2% | -10%
Cc1ccccc1C(=O)c1c[nH]c(C(=O)NCc2ccco2)c1
  6% | -6% | -9% | -1% | -7 | 22% | -18% | 9% | 1%
COc1cc2c(cc1OC)C(c1ccc(Cl)cc1)N(c1ccc(C)c(F)c1)C(=O)C2 (stereo not given)
  -2% | 10% | -10% | nt | -31 | -1% | -3% | 11% | -13%
CC(C)c1nc2ccccc2n1CCC(=O)O
  -6% | -6%[60.1 µM] | -6% | -4% | 2 | 0% | -12% | 18% | -2%
CN(C)c1ccc(/C=N/N(CCO)C2=NS(=O)(=O)c3ccccc32)cc1
  -4% | -8% | -3% | -10% | 0 | 7% | 57%[activator] | -18% | -10%
O=S(=O)(c1ccc2c(c1)OCCO2)N(Cc1ccc(F)cc1)Cc1nnc(-c2cccs2)o1
  9% | -14% | -5% | 4% | 4 | -7% | 10% | 11% | 4%
CN(CC(=O)Nc1ccc(Cl)c(C(F)(F)F)c1)C(=O)c1cccs1
  -7% | 6% | -14% | 36% | 13 | nt | nt | 36%[activator] | nt
Cc1ccc(NC(=O)C2CCN(S(=O)(=O)c3cnc[nH]3)CC2)nc1
  -8% | -15% | -4% | 3% | 0 | 21% | -8% | 0% | 2%
C(=NOCCc1ccccc1)c1ccncc1
  -5% | -10% | 7% | nt | -24 | nt | nt | 76%[activator] | nt
CCC(Cc1ccccc1)NCc1c(C(=O)O)c(C)n(Cc2ccccc2)c1C (stereo not given)
  4% | -8% | -7% | 1% | -8 | 2% | -14% | 73%[activator] | 0%
CSc1ccccc1OCc1cc(C(=O)N2C[C@H]3CC[C@H]2C3)no1
  -7% | -9% | -26% | 23% | -7 | -19% | ? | 6% | -4%
Cc1ccc(C2=Nc3c(ccc4ccccc34)C(c3ccncc3)=NN2)cc1
  nt | -18% | -19% | -5% | 0 | ? | ? | 0% | -10%
CSc1nc2ccc(NC(=O)c3cccs3)cc2s1
  -2% | -9% | -12% | -20% | -14 | nt | nt | -2% | nt
O=C(c1ccc(Cl)cc1)C1CCCN(C(=O)/C=C/c2ccccn2)C1 (stereo not given)
  -10% | -1% | -3% | 4% | -1 | -17% | -18% | 91%[activator] | 2%
Cc1ccc(NS(=O)(=O)c2ccc(NC(=O)C(C)Sc3ccc(Cl)cc3)cc2)c(C)c1 (stereo not given)
  i | -12%[60.1 µM] | -27% | 12% | -8 | 1% | -10% | 15% | -10%
Cc1cc(C)cc(NC(=O)C2CCCN2S(=O)(=O)c2ccc3nc(-c4ccccc4)[nH]c3c2)c1 (stereo not given)
  -12% | -10% | -3% | nt | -5 | -23% | -14% | -9% | -14%
CCOCCn1c(C(C)O)nc2ccccc21 (stereo not given)
  -7% | 5% | -6% | -5% | -19 | 13% | -6% | -2% | -8%
